HSF-1 act – increases HSF-1 driven luciferase reporter signal; NIH3T3-HGL HSF-1 luciferase reporter, MG132, 8 h; 100% = twice DMSO control signal; activation, % at 9 µM; actives 1.7% (n = 300,000); AID 504408;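 active means mean replicate activation of at least 50% with a set share of replicates each reaching 50%; inconclusive means only one of those two conditions met; inactive means mean below 50% and too few replicates reaching it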;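 further: 0% = median of the neutral control wells and 100% = twice that signal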
AI-2 QS mod – modulators of Vibrio harveyi AI-2 quorum sensing system | Vibrio harveyi JMH597 AI-2 luminescence/OD600 ratio, 9 h; stronger effect = lower value; strain lacks LuxN and CqsS sensors; 0 = neutral-control median | activity change, % at 7.5 µM | actives 0.4% (n = 300,000) | AID 2094; in the data active means activity change below about -75%, passing the limit was not always enough; inconclusive means no clear call, values can overlap the other calls;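 further: luminescence divided by OD600 gain over 9 h not by final OD600 alone; inactives centre near 13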
KLF5 inhibitor – inhibitors of KLF5 expression; actives 0.23% (n = 290,000); DLD-1 KLF5 promoter-luciferase reporter, luminescence; inhibition, % at 5 µM; AID 1700;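 active means inhibition above a per-plate limit of that plate's mean compound inhibition plus 3 SD, cut at about 60% in these data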;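 further: 0% = DMSO wells and 100% = LY294002 at 200 µM; higher means less KLF5 promoter-driven luciferase light; inactives centre near -14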
HSF1 inh – HSF1 inhibition; AID 2098; activity change, negative = inhibition, % at 7.5 µM (by protocol); actives 0.77% (n = 300,000); NIH3T3-HGL HSE-luciferase, MG132-induced, luminescence 8 h; stronger effect = lower value;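 active means more than half of replicate wells show activity change below -50%, luminescence cut by over half; inconclusive means some wells, but at most half, below -50%; inactive means no replicate well below -50%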;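 further: luciferase reports HSF-1 transcriptional activity via heat shock element; 0% = median of DMSO wells and -100% = zero luminescence signal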
SKKanGAS inh – inhibitors of SKKanGAS S. pyogenes growth in kanamycin (SK-promoter or general growth effect) | BacTiter-Glo, 6 h | inhibition, % at 7.5 µM | actives 1.3% (n = 300,000) | AID 1662;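 active means mean replicate score, as percent of positive control median, at least 50; inconclusive means mean below 50 but one replicate at or above 50; inactive means mean and every replicate below 50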;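 further: strain carries kanamycin resistance gene driven by streptokinase promoter and grows in 40 µg/ml kanamycin; loss of luminescence reflects streptokinase promoter inhibition or plain growth inhibition; 0% = median of DMSO wells and 100% = positive control at its reference dose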
Platelet DG rel – platelet dense granule release activity | actives 0.22% (n = 300,000) | AID 1663 | human platelet-rich plasma, SFLLRN dense granule ATP release, luminescence | inhibition, %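 (compounds screened at 7.5 µM in platelet-rich plasma)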;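 active means mean replicate score, as percent of positive control, at or above 50; inconclusive means mean below 50 but at least one replicate at or above 50; inactive means mean and every replicate below 50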
IEC-6 cytotox – IEC-6 cytotoxicity, counter-screen for KLF5 inhibitors | actives 0.78% (n = 290,000) | luminescence viability | inhibition, % at 5 µM; in the data active means inhibition above about 22%;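 further: 0% = plate median of test compound wells and 100% = cytotoxic reference compound wells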
aSyn UTR inh – MLPCN primary screen, SNCA 5' untranslated region. alpha-synuclein 5'UTR reporter, inhibitor activity. inhibition, % (tested at 7.5 µM). actives 0.82% (n = 300,000). AID 1813; in the data active means inhibition above about 60%; inconclusive means no clear call, values can overlap the other calls;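 further: H4 neuroglioblastoma cells stably carrying SNCA 5'UTR luciferase fusion; 0% = DMSO wells and 100% = positive control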
HIF act – HIF pathway transcriptional activation; U2OS HRE-luciferase reporter, luminescence; normalized: DMSO 0%, desferrioxamine 100%; activation, % at 7.5 µM (by protocol); actives 0.32% (n = 300,000); AID 1910;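 active means mean activation of at least 10% of the iron chelator positive control signal, with at least half of replicates also reaching 10%; inconclusive means mean and replicate majority disagree about reaching 10%; inactive means mean and most replicates under 10%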
HSP90 refold inh – blocks HSP90-mediated luciferase refolding in reticulocyte lysate | Rabbit reticulocyte lysate, luciferase refolding luminescence, 3 h | inhibition, % at 5.6 µM | actives 0.91% (n = 290,000) | AID 1789;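 active means inhibition above the screen-wide mean plus 3 SD, computed separately per campaign, cut at about 16% in these data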;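 further: 0% = DMSO wells and 100% = 60 µM geldanamycin wells; inhibitors lower the luminescence because luciferase stays unfolded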
Active calls of the source: *; ? = inconclusive; / = no result given. The order is random; any-hit rate near 6%.

molecule	HSF-1 act	AI-2 QS mod	KLF5 inhibitor	HSF1 inh	SKKanGAS inh	Platelet DG rel	IEC-6 cytotox	aSyn UTR inh	HIF act	HSP90 refold inh
CC(CC(=O)Nc1nnc(CC(C)(C)C)s1)c1ccccc1 (stereo unspecified)	0	15	-38	-7	5	0	-10	-11	-0.4	-1
O=c1cc(C(F)(F)F)nc(SC/C=C/c2ccccc2)[nH]1	28	3	-6	25	11	9	-3	20	-0.1	-2
COC(=O)/C(=C/c1c[nH]c2ccccc12)NC(C)=O	14	14	-13	-8	-1	8	-11	1	-0.5	0
Cc1sc2ncnc(NCC3CCCO3)c2c1C (stereo unspecified)	-1	12	3	-4	-3	-2	6	12	0.1	1
CC(=O)c1ccc(NC(=O)NNS(=O)(=O)c2ccc([N+](=O)[O-])cc2)cc1	-14	17	-26	-4	3	2	2	-28	0.1	3
CN(C)c1cccc(C(=O)Nc2cccc(S(=O)(=O)NC3=NCCC3)c2)c1	-4	18	-92	-11	24	-4	-2	-51	2.3	1
CCCNC(=O)COc1coc(CN2CCN(Cc3ccccc3)CC2)cc1=O	-9	18	-36	-1	0	1	3	-15	-1.2	3
CC(C)NCC(O)COCCOc1ccc(Br)cc1 (stereo unspecified)	-4	25	-10	-1	-9	-17	-4	6	-0.5	-2
CCc1nnc(NC(=O)c2cnccn2)s1	-1	13	-38	-3	9	/	1	-14	0.2	0
Cc1ccc([N+](=O)[O-])cc1NC(=O)c1ccc2c(c1)OCO2	3	19	-26	2	-15	-5	-3	-21	-0.1	1
Cc1nnc(SCC(=O)Nc2ccc(S(=O)(=O)N3CCCC3)cc2)n1N	-15	23	-49	1	4	3	0	-4	-0.4	1
COc1cccc(/C=N\NC(=O)C2=NNC(=O)C2C)c1O (stereo unspecified)	20	-3	-39	3	6	20	-2	19	-0.2	0
COC(=O)c1sccc1OC(C)C(C)=O (stereo unspecified)	8	34	-19	-2	-3	1	-9	-12	0.6	-2
CC(C)c1ccc(NC(=O)C2CCCN(S(=O)(=O)c3cnc[nH]3)C2)cc1 (stereo unspecified)	-5	19	-10	2	-1	-17	0	-13	/	3
COc1ccc(OC(C)C(=O)NC(C)c2ccccc2)cc1 (stereo unspecified)	4	15	-26	9	2	-17	-5	10	-28	-2
CN(C)S(=O)(=O)c1cccc(NC(=O)COC(=O)/C=C/c2cccs2)c1	-2	5	-8	2	-10	5	-3	-18	-0.3	2
O=C(NNc1nc(-c2ccccc2)cs1)c1ccccc1	-10	-20	1	-2	34	2	8	-4	0.1	1
c1ccc(Cc2cc[n+](Cc3ccccc3)cc2)cc1	2	13	-12	5	-5	-2	6	-3	0.0	3
COc1ccc2c(c1)N(C)C(=O)CC(c1ccccc1)=N2	20	15	-6	17	-2	-4	5	16	0.8	0
O=C(NCc1ccccc1)C1CCCN(C(=O)Nc2ccccc2)C1 (stereo unspecified)	/	-37	-1	/	/	-5	-9	-7	0.8	-3
CC1=C(C(=O)OCC2CCCO2)C(c2ccccc2)NC(=O)N1 (stereo unspecified)	6	12	-9	3	-4	2	-3	2	0.1	0
COc1ccc(-c2coc3cc4oc(=O)cc(-c5ccccc5)c4cc23)cc1F	-7	40	-10	-12	1	7	7	113*	0.4	-2
NNC(=O)c1ccc(Oc2cc(Cl)cc(Cl)c2)o1	-8	9	-14	-3	3	3	-1	-19	-0.2	-2
O=C(NCc1ccc(Cl)cc1)C1CCN(c2nnc(N3CCCC3=O)s2)CC1	11	18	1	3	-2	-3	3	4	0.0	-1
CCOc1ccc2nc(N3CCC(C(=O)N4CCN(C5CCCCC5)CC4)CC3)sc2c1	-6	18	-40	-4	-5	-2	4	-60	2.3	0
CNC(=O)CS(=O)(=O)CC(=O)Nc1cc(OCCOC)c(Cl)cc1Cl	-12	10	-18	-1	-4	1	-9	-34	-0.5	1
Cc1c(C(=O)N2CCCCC2)c(S(=O)(=O)N2CCc3ccccc32)c(C)n1C	-1	8	-6	-1	5	0	2	0	1.5	-3
COc1cccc2c3c(c(C)nc12)CCN3c1ccccc1	8	12	-3	1	-2	-24	13	15	0.5	1
Cc1ccc(CCN2CC(C(=O)NCCCN(C)Cc3ccccc3)CC2=O)cc1 (stereo unspecified)	-10	24	-34	-7	-2	-1	-7	-17	0.3	2
O=C(Nc1ccccc1C(=O)N1CCOCC1)c1ccc(CSc2ccccc2)cc1	-4	20	-40	-3	-3	-4	-7	2	-0.4	0

Other results follow:
molecule	HSF-1 act	AI-2 QS mod	KLF5 inhibitor	HSF1 inh	SKKanGAS inh	Platelet DG rel	IEC-6 cytotox	aSyn UTR inh	HIF act	HSP90 refold inh
Cc1c(C(=O)N2CCCCC2)sc(NC(=O)C23CC4CC(CC(C4)C2)C3)c1C#N	-21	2	-15	2	-1	-2	-2	9	0.0	-5
CCCOCC1CC(CCc2nc(=S)[nH][nH]2)C(=O)O1 (stereo unspecified)	-2	1	-18	-4	-4	8	3	16	-0.3	-1
CCCC(=O)Nc1ccc(Cl)c(NC(=S)NC(=O)C(C)C)c1	-2	16	-20	-5	-7	5	3	4	0.0	-1
COc1ccc(-c2nc(-c3cccc(C)c3)nc(N3CCN(C)CC3)c2C#N)cc1	10	18	8	6	1	4	2	?	0.8	4
CCN(CC)Cc1nc2sc(C)c(C)c2c(=O)[nH]1	-2	-18	-16	-8	-17	-4	3	-7	0.3	2
Cc1cccc(N(CC(=O)NC(C)(C)C)C(=O)CNC(=O)c2cccs2)c1C	3	10	-5	-2	-5	-2	-4	2	0.2	2
CC1CC(C)CN(CCOc2cccc(Cl)c2Cl)C1 (stereo unspecified)	-2	26	-26	5	3	3	-1	-22	0.0	4
COc1ccc(N(C(C)=O)C2C=CS(=O)(=O)C2)c(OC)c1 (stereo unspecified)	0	7	-43	-5	-7	4	7	10	-0.4	-1
O=C(Cn1cnc2cc([N+](=O)[O-])ccc2c1=O)NC(c1ccccc1)c1ccccc1	24	16	-15	-5	3	6	-1	16	-0.1	4
O=C(NCCc1ccccc1)C1CCC(Cn2c(=O)c3ccccc3n(Cc3cccnc3)c2=O)CC1 (stereo unspecified)	-3	23	-13	12	6	-2	2	-16	0.6	-1
C[C@@H]1[C@@H](Sc2ccccc2)CC(=O)O[C@@H]1c1ccc(-c2ccccc2)cc1	18	10	/	18	7	-7	/	-182	2.3	/
CN(C)c1nc(N)c2ncc(=S)[nH]c2n1	25	16	-1	11	-16	-3	3	-4	0.4	0
Cc1nn(C)c(C)c1S(=O)(=O)N1CCC(C(=O)Nc2ccc3c(c2)OCCO3)CC1	3	10	-37	-5	-1	-3	-3	-111	-0.6	6
COCC1CCN(Cc2c(C(=O)N3CCN(C4CCCCC4)CC3)nc3ccccn23)C1 (stereo unspecified)	6	10	-1	1	-2	-4	0	5	-0.2	2
CC(=O)N(c1ccc(Cl)cc1)c1nc(C)cc(C)c1C#N	-11	16	-29	2	3	-4	3	16	-0.1	4
CCn1cc(C(=O)N2CC(C)CC(C)C2)c(=O)c2cc(S(=O)(=O)N3CCOCC3)ccc21 (stereo unspecified)	6	31	6	-3	-9	4	-1	5	0.0	2
O=c1cc(CN2CCN(S(=O)(=O)/C=C/c3ccccc3)CC2)c2ccc(O)cc2o1	-2	49	-1	-1	5	0	-1	-12	-0.6	-2
CCc1nn2cc(-c3ccccc3)nc2s1	-13	26	-72	-18	-3	35	2	80*	-4.8	65*
CC(Cl)C(=O)NNC(=O)CNS(=O)(=O)c1ccccc1 (stereo unspecified)	-19	13	-16	3	-1	4	-4	22	-0.1	-2
CCCCC(=O)NS(=O)(=O)c1ccc(N=NN2CCOCC2)cc1	-14	-15	3	-4	19	-4	3	6	-0.2	1
Cc1c(C(=O)N(Cc2cccc(Br)c2)C2CCS(=O)(=O)C2)oc2ccc(F)cc12 (stereo unspecified)	42	1	-9	11	7	14	-1	42	0.3	5
O/N=C(/c1ccc(F)cc1)C1CC1c1c(F)cccc1Cl (stereo unspecified)	24	-42	-11	11	25	-1	-1	17	-0.4	-5
CC(C)CC(=O)Nc1ccc(S(=O)(=O)N2CCCC2)cc1	4	10	-38	-2	-4	-7	1	0	-0.2	-2
CCOc1ccc(-c2nnn(CC(=O)NCc3cccs3)n2)cc1	11	0	-3	0	4	5	11	12	0.3	2
CCN1CCN(CCc2nc3cc([N+](=O)[O-])ccc3n2C)CC1	12	12	-10	3	1	-5	-5	7	-0.7	-2
CCOc1ncccc1C(=O)Nc1ccc(F)c(Cl)c1	6	12	-19	-1	2	-3	10	-46	0.5	-2
CCOc1ccc(NS(=O)(=O)c2ccc(NC(=S)NC(=O)CC(C)C)cc2)cc1	1	36	-9	-5	5	-9	1	-19	0.1	0
COc1ccccc1N1CCN(C(=O)c2cn(-c3ccccc3)nc2-c2cccnc2)CC1	3	24	-9	-9	7	-2	8	-29	1.7	2
C=CCN1/C(=C2/SC(=S)N(C)C2=O)Sc2ccccc21	15	-4	-42	19	-2	-8	7	-65	1.5	7
CCCOc1ccc(C2=CSC3=NCCN23)cc1[N+](=O)[O-]	-9	31	-47	-1	2	0	-3	-6	1.3	-3

Later entries
molecule	HSF-1 act	AI-2 QS mod	KLF5 inhibitor	HSF1 inh	SKKanGAS inh	Platelet DG rel	IEC-6 cytotox	aSyn UTR inh	HIF act	HSP90 refold inh
COCCCNC(=O)CCc1nc2cccnc2n1Cc1ccccc1	-10	21	-1	-12	1	-8	6	-2	-0.1	1
O=C(O)Cn1c(CC(=O)N2CCCC2)nc2ccccc21	-14	23	-13	-6	-5	2	3	-15	-0.6	0
COc1ccccc1NC(=O)/C(=C/c1cccc([N+](=O)[O-])c1)c1ccccc1	19	15	-3	2	0	-2	2	16	-0.2	-1
COc1cc(/C=C(\NC(C)=O)C(=O)Nc2ccccc2C)ccc1OC(C)=O	2	3	5	-2	-4	3	-2	27	-0.5	-2
O=C(O)CC/C(=N\NC(=O)c1ccncc1)c1ccccc1	0	19	-13	-1	-1	-5	-2	6	-9.6	-2
O=S(=O)(c1ccc2c(c1)OCCO2)N1CCC(c2nc3ccccc3s2)CC1	3	18	-13	0	-2	8	-3	-25	-0.1	6
COC(=O)c1ccc(N2Cc3ccccc3/C2=N\C(=O)Nc2ccccc2)cc1	25	22	-47	15	4	0	-4	-14	2.0	-1
CCc1oc(C(=O)O)cc1COC	-4	3	-25	-3	1	6	-6	-12	-0.1	3
O=C(COc1ccc(-c2ccccc2)cc1)N1CCCC1	47	13	-50	20	1	3	3	-35	0.9	-1
COc1ccc(C2CC(c3ccc4ccccc4c3)=NN2C(=O)COC(=O)C2CCC(=O)N2)cc1 (stereo unspecified)	?	25	-173	5	29	-5	8	-152	3.3	-2

Assay outcomes: PubChem, several laboratories
